# RAD52 inh = inhibitors of human RAD52 DNA annealing. recombinant RAD52 DNA annealing, FRET fluorescence. inhibition, % at 18.7 µM. hit rate 0.46% among 360,000;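 active means every replicate showing at least 50% inhibition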
# RAD54 branch = RAD54 (human) branch migration inhibition | RAD54 Holliday junction branch migration, FAM/BHQ fluorescence | inhibition, % at 10.4 µM | hit rate 0.14% among 360,000 | AID 602329;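 active means mean normalized replicate activity at least 40 and at least half of replicates scoring 40 or more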;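 further: 0% = median of neutral control wells and 100% = median of positive control wells; inhibitors cause a drop in the FAM fluorescence signal; in these data hits start at about 50%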
# PglD inh = PglD (C. jejuni) enzyme inhibition. purified PglD enzyme, DTNB colorimetric CoA detection. inhibition, % at 12.5 µM. hit rate 0.098% among 360,000. AID 602405; in the data active means inhibition above about 16%, passing the limit was not always enough; further: strong numbers were not always called active
# ERAP1 inh = inhibitors of human ERAP1 aminopeptidase; Q9NZ08; recombinant ERAP1, Leu-AMC fluorescence, 60 min; inhibition, % at 10.7 µM; hit rate 0.15% among 340,000;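 active means mean replicate inhibition of at least 30%, or all replicates individually reaching that 30% level; inactive means mean below 30% and not every replicate reaching it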;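 further: 0% = neutral control wells and 100% = L-leucinethiol positive control wells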
# Target sequence (Q9NZ08 whole entry, looked up): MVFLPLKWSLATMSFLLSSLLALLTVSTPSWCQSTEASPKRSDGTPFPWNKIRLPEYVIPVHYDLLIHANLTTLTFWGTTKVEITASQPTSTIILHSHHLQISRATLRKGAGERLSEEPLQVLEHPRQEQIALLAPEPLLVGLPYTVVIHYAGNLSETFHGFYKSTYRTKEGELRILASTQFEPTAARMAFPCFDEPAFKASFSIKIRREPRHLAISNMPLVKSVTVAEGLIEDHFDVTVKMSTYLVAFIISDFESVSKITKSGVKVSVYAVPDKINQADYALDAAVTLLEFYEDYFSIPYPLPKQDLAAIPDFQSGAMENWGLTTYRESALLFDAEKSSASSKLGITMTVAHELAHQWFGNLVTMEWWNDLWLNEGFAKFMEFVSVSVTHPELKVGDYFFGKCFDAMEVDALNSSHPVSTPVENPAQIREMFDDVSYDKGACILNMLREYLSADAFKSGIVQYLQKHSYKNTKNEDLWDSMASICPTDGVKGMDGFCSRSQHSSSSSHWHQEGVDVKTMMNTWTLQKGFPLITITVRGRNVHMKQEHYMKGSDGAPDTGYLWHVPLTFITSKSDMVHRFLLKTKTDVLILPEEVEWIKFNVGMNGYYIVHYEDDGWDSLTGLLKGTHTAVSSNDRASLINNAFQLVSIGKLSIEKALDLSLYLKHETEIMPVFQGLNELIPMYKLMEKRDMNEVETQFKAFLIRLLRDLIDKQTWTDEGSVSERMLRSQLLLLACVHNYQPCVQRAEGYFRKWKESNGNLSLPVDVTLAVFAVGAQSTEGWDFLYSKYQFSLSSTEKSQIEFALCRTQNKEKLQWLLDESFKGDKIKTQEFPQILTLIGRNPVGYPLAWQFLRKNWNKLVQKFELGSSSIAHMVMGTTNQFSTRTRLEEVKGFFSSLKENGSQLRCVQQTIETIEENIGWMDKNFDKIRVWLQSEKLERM
# PGC1a acetyl inh = PGC1a acetylation modulation, inhibitor mode | U2OS PGC1a acetylation, AlphaScreen anti-acetyl-lysine; with virally co-expressed GCN5 acetyltransferase | inhibition, % at 15.6 µM | hit rate 0.17% among 350,000 | AID 651687;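 active means every replicate shows inhibition of at least 40%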;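 further: 0% = neutral control wells and 100% = positive control wells; some results beyond the cut were filed as inactive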
# Cneo AK release = causes C. neoformans cell lysis. hit rate 0.2% among 360,000. lysis activity, % at 15 µM. adenylate kinase release luminescence, 4 h; normalised: neutral wells 0, clomiphene wells 100;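 active means mean lysis activity across replicates of at least 80%, whatever share of replicates individually reach that level; inactive means mean lysis activity below 80%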
#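 Assay system: log-phase C. neoformans yeast / Quantity: yeast cell density of 5 × 10^6 cells/mL / Medium: fresh YPD growth medium / Compound: single dose / Timing: static 4 h at 37 °C with compound, 1 h detection / Measured by: adenylate kinase release luminescence / Read-out: lysis from increased AK signal / Benchmarks: Clomiphene as positive lysis control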
# miR122 inh = blocks miR-122 activity in Huh7 sensor cells | Huh7 miR-122 Renilla luciferase sensor, 48 h; neutral wells = 0, positive control = 100 | activation (reporter increase), % at 12.5 µM | hit rate 0.3% among 340,000 | AID 602342;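 active means mean replicate activation score at least 90 and every replicate individually at or above 90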;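 further: higher luciferase means less miR-122 activity so hits act as miR-122 inhibitors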
# E-sel inducer = E-selectin induction on HUVECs; HUVEC E-selectin immunofluorescence imaging; normalized: neutral wells 0, TNF-alpha wells 100; hit rate 0.37% among 260,000; activation, % at 7.58 µM; P16581;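 active means mean E-selectin-positive cell signal at least 10% of the positive control, reached in at least 60% of replicates, without over 20% cell loss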;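 further: in these data hits start at about 27%; measured in HUVEC primary endothelial cells; signal is the percent of cells scored E-selectin positive by PE staining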
#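 Read-out: % PE-positive cells | Test system: HUVEC | Doses: One compound dose added by pin transfer | Buffer or medium: EGM-2 over gelatin coat | Signal: Immunofluorescence imaging | Benchmarks: TNF-alpha, DMSO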
# An asterisk follows results filed as active; i = inactive; · = not tested or not shown; [ ] = another dose, or the depositor's remark. Outcome played no part in choosing rows. Share with any hit: about 1.4%.
SMILES,RAD52 inh,RAD54 branch,PglD inh,ERAP1 inh,PGC1a acetyl inh,Cneo AK release,miR122 inh,E-sel inducer
O=C(O)C1CCN(C(=O)CSc2nnc(-c3ccccc3)o2)CC1,-16,-5,-2,1,-9,0,6,-0.1
Cc1ccccc1-c1ccc([C@@H]2[C@H]3CN(S(C)(=O)=O)CC(=O)N3[C@H]2CO)cc1,2,·,·,0,0,·,·,0.0
CC1(C)OC2C(CO)OC(n3cnc4c(=S)nc[nH]c43)C2O1 (stereo not drawn),-1,·,3,5,7,3,1,4.5
On1c(-c2ccc(Cl)cc2)nc2ccccc21,-7,·,·,-2,0,·,-3,·
C/C(=N\NC(=S)Nc1ccc(C(C)C)cc1)c1ccc2c(c1)OCO2,-9,·,·,2,-2,·,·,4.9
Cc1sc2ncnc(SCC(=O)Nc3ncccc3O)c2c1C,-51,-3,-2,5,6,0,9,0.1
Nc1ccc2c(c1)OCCOCCOCCOCCOCCO2,23,·,·,-3,1,·,·,4.2
CCOC(=O)Cn1ccc(-c2ccccc2)c(C#N)c1=O,-5,·,·,·,1,·,0,-2.4
CCN(c1ccccc1)S(=O)(=O)c1cc2c3c(c1)CCN3C(=O)CC2,0,-2,-5,0,5,3,·,-0.1
Nc1ccn([C@@H]2O[C@H](CNCc3cccc(OC4CCCC4)c3)[C@@H](O)[C@H]2O)c(=O)n1,-15,-4,-2,0,7,24,-4,0.0
CCC(C)(C)NC(=O)C1CCN(c2nc(C)cc(C)n2)CC1,·,-7,-3,·,-11,0,-2,·
Cc1cc(C)cc(NC(=O)CCCN2C(=O)C(c3ccccc3)Oc3cccnc32)c1 (stereo not drawn),-25,-6,-5,-1,·,2,2,·
COc1ccc(CNC(=O)C2CCCN(S(=O)(=O)c3ccc4c(c3)C(C)(C)C(=O)N4C)C2)cc1 (stereo not drawn),14,-7,3,2,-19,-1,-4,-1.5
CCC(=O)Nc1ccc2c(c1)C(=O)N(C)[C@@H]1CC[C@@H](CC(=O)NCCCN(C)C)O[C@@H]1CO2,6,2,-2,0,-3,1,-2[16.7 µM],-0.1
Cc1nn(-c2nc(-c3ccco3)cc(C(F)(F)F)n2)c(C)c1Br,·,9,-1,·,0,0,0,·
COc1ccccc1OCCn1cc(C(=O)C(C)C)c2ccccc21,-13,-2,1,-4,·,-1,·,·
C=CC[C@]1(C(=O)OC)N=C(c2ccc(OCCCO)cc2)O[C@H]1c1ccccc1,2,-3,8,-2,·,49,·,·
C[C@H](CO)N1C[C@H](C)[C@@H](CN(C)CC2CC2)OCCCC[C@H](C)Oc2ccc(NC(=O)NC3CCCCC3)cc2C1=O,13,·,·,0,4,·,·,-0.2
CC(C)c1ccc(/C=N/NC(=O)c2ccc(-n3cnnn3)cc2)cc1,-4,-3,5,1,-10,-1,5,·
COc1ccc([C@H]2C[C@H](n3cc(COC(=O)c4ccccc4)nn3)[C@@H](O)CN2CC2CCCCC2)cc1,-59,-17,-5,7,7,0,5,-1.4
OCCC1CN(Cc2cc3c(cc2Cl)OCO3)CCN1Cc1ccccc1 (stereo not drawn),-12,·,·,-2,-1,·,-15,·
CCNc1nc(N2CCCCC2)nc(-n2nnc(C(=O)OCC)c2C)n1,·,-2,2,·,11,-1,-1,·
C[C@H](CO)N1C[C@H](C)[C@@H](CN(C)Cc2ccc3c(c2)OCO3)Oc2c(NC(=O)c3ccc(-c4nccs4)cc3)cccc2C1=O,-5,-14,6,1,2,5,34[16.7 µM],-1.0
CN(C)CC(=O)Nc1ccc2c(c1)[C@@H]1C[C@@H](CC(=O)NCc3ccncc3)O[C@@H](CO)[C@@H]1O2,-11,-8,-2,-2,-15,8,-2[16.7 µM],-0.6
N=c1c2c(-c3ccccc3)c(-c3ccccc3)n(Cc3ccccc3)c2ncn1CCO,·,6,3,·,·,0,-40,·
Cc1ccc(C(=O)/C=C/C(=O)O)cc1,·,3,-1,·,-6,2,4,·
Cc1nn(CC(=O)N2CCCC2)c(=O)c2nn(-c3ccccc3)c(C)c12,-4,2,0,1,-10,0,-2,·
COc1ccc(C(=O)N2CCN=C2SC)cc1,-12,·,·,-3,3,·,·,6.4
CCCN1[C@@H]2c3ccc(-c4ccccc4F)c(=O)n3C[C@@H]2[C@@H](CO)[C@@H]1C(=O)N1CCN(C)CC1,-15,-7,2,0,·,-1,·,-0.2
Cc1noc(C)c1NC(=O)N(C)C[C@H]1Oc2ccc(NC(=O)Nc3ccc(C(F)(F)F)cc3)cc2C(=O)N([C@H](C)CO)C[C@H]1C,6,-1,1,-3,3,2,-4[16.7 µM],-0.1
O=C(CCNS(=O)(=O)c1c(Cl)cccc1Cl)N1CCCC1,-6,-3,1,6,-14,0,-1,·
Cc1cccc(NC2SC(=O)N(c3ccccc3)C2=O)c1 (stereo not drawn),·,-14,-3,·,-4,-1,5,·
CC(=O)Nc1nc2nc(-c3ccccc3)cc(-c3ccccc3)n2n1,·,10,-2,·,3,0,-1,2.0
COc1c2ccoc2c(OC[C@@H](O)C(C)(C)O)c2oc(=O)ccc12,-38,-6,0,-3,-5,-2,4,0.0
CCOCCOC(=O)c1ccc(NC(=O)c2cc3ccccc3o2)cc1,-8,0,-4,0,-10,-5,0,·
Cn1cncc1C#Cc1ccc2c(=O)c3ccccc3oc2c1,-14,0,1,·,·,-2,·,-0.1
CSc1nc2ccccc2n1Cc1cccc(F)c1,·,-6,-3,·,-15,5,4,·
O=C1c2cccc3c(N4CCCCC4)ccc(c23)C(=O)N1c1ccccc1O,i,·,·,8,-12,·,·,4.3
COc1cc(F)ccc1-c1csc(C(O)(c2ccccc2)C(F)(F)F)n1 (stereo not drawn),-1,2,2,13,·,2,3,0.0
N#Cc1c(N)nc(SCc2ccccn2)c(C#N)c1-c1cccs1,·,4,-5,·,10,-1,-9,·
CCOC(=O)c1cccc(NC(=O)CSc2nnc(-c3ccoc3C)n2CC)c1,·,-4,-2,·,-2,-3,-15,·
CC(=O)N1[C@H](CO)[C@@H](c2ccccc2)[C@@H]1CN(C(=O)c1ccc(F)cc1)C(C)C,-13,-5,-4,·,13,2,-17[16.7 µM],-0.1
CCC1CCCCN1CCCNC(=O)CC1Oc2ccc(C)cc2NC1=O (stereo not drawn),-15,-10,-2,0,4,-2,2,0.2
CCCN1CCN(CCCNC(=O)c2cc3c(=O)[nH]c4ccccc4c3s2)CC1,11,23,-1,-6,·,0,-14,-0.6
CCNC(=O)C[C@@H]1CC[C@H](NS(=O)(=O)c2ccc(F)cc2)[C@@H](CO)O1,8,-3,2,-3,-4,0,·,-0.4

# Next section, starting with the last four of the part before.
SMILES,RAD52 inh,RAD54 branch,PglD inh,ERAP1 inh,PGC1a acetyl inh,Cneo AK release,miR122 inh,E-sel inducer
CC(=O)N1[C@H](CO)[C@@H](c2ccccc2)[C@@H]1CN(C(=O)c1ccc(F)cc1)C(C)C,-13,-5,-4,·,13,2,-17[16.7 µM],-0.1
CCC1CCCCN1CCCNC(=O)CC1Oc2ccc(C)cc2NC1=O (stereo not drawn),-15,-10,-2,0,4,-2,2,0.2
CCCN1CCN(CCCNC(=O)c2cc3c(=O)[nH]c4ccccc4c3s2)CC1,11,23,-1,-6,·,0,-14,-0.6
CCNC(=O)C[C@@H]1CC[C@H](NS(=O)(=O)c2ccc(F)cc2)[C@@H](CO)O1,8,-3,2,-3,-4,0,·,-0.4
Cc1cccc(NC(=O)C2CCN(S(=O)(=O)c3ccc4ccccc4c3)CC2)n1,-3,2,0,2,·,2,-5,-2.4
COC(=O)Cn1c(CCC(=O)O)ccc1-c1ccccc1,-43,-7,-1,1,-2,-1,·,-0.1
CN(C(=O)c1cc2ccccc2cc1O)C1CCCCC1,3,3,-9,-4,·,-2,·,-0.4
CC(C)C(OC(=O)c1cccs1)C(=O)NCc1ccco1 (stereo not drawn),·,-1,10,·,-5,5,-4,·
CCCSc1nc2c(c(=O)n1CC)SC(C)C2 (stereo not drawn),-6,-9,-2,5,5,-4,-8,·
CCOC(=O)CNC(=O)CCCCCC(=O)NCC(=O)OCC,·,-14,4,·,-2,3,-5,·
C=CCN(CC=C)S(=O)(=O)c1ccc(NC(=S)NC(=O)c2ccco2)cc1,·,8,·,·,0,-4,43,·
CCN(CC)C(=O)COc1ccc(-c2nnc(N3CCCCC3)c3ccccc23)cc1,·,-6,1,·,-3,0,-3,·
CSCCC(NC(=O)c1ccc(Cl)cc1)C(=O)NC(C)(C)C (stereo not drawn),·,0,-6,·,-6,-2,1,·
COc1ccc(C(=O)N2CCC(C(=O)O)CC2)cc1,·,-1,-3,·,9,2,-11,·
Cc1cccc(Cn2c(NC3CCCC3)nc3c2c(=O)[nH]c(=O)n3C)c1,-3,14,-2,-4,·,1,-9,0.0
C/C=C/c1ccc([C@H]2[C@@H](CO)N(Cc3cccc(F)c3)C23CN(C(=O)CC)C3)cc1,-21,·,·,-5,3,·,·,-0.1
COc1ccc(NC(=O)COC(=O)c2ccc(C)c(S(=O)(=O)N3CCCCC3)c2)cc1,-12,-4,-7,1,-10,0,-2,-0.2
COc1ccc(-n2c(SCc3cccnc3)nc3c(c2=O)SCC3)cc1OC,-6,-2,9,-1,-7,-1,-1,·
CCCCn1nc(C(=O)NNC(=O)c2ccncc2)c2ccccc2c1=O,·,-5,4,·,·,4,-2,·
NC(=O)C1c2ccccc2Oc2ccccc21,-18,-3,-2,0,2,-1,·,0.5
O=C(CN1CCN(c2ccccc2)CC1)Nc1nnc(-c2ccccc2)s1,·,-19,4,·,-3,-1,-6,·
CC(C)CCn1c(Sc2nc3ccccc3o2)nc2c1c(=O)[nH]c(=O)n2C,·,-13,0,·,·,4,-5,15
COc1ccc2ccccc2c1C=NN1CCCCC1,-4,0,0,-1,·,-1,-3,-0.5
COC(=O)C(C)(C)ONC(=O)Nc1ccc([N+](=O)[O-])cc1,-10,·,·,-1,34,·,-3,·
CN(C)S(=O)(=O)c1ccc(C(=O)N2CCN(C(=O)C3CCCO3)CC2)cc1 (stereo not drawn),-4,4,-5,0,-2,0,-1,·
C[C@@H]1CN([C@H](C)CO)C(=O)c2cc(NS(=O)(=O)c3cccs3)ccc2O[C@@H](C)CCCCO[C@@H]1CN(C)C(=O)Cc1ccccc1,-16,2,-5,1,-3,-2,4[16.7 µM],-0.2
COCCN1C[C@@H](CO)O[C@@H](n2cnc3c(NC4CC4)ncnc32)C1,-6,-6,8,5,·,2,3,·
CCOC(=O)CSc1nc2cc3c(cc2cc1CC)OCCO3,·,4,6,·,4,2,-2,·
O=C(N1CCOCC1)[C@]1(Cc2ccccc2)N=C(c2ccc(OCCCO)cc2)O[C@@H]1c1ccccc1,-3,-7,-2,-2,-11,0,·,·
CCOc1ccc(CCNC(=O)COC(=O)c2c(OC)cccc2OC)cc1OCC,13,4,-2,4,-8,1,-3,4.9
COc1ccc(S(=O)(=O)Nc2c(C)cccc2C)cc1-n1cnnn1,0,-3,3,-4,-10,1,-9,·
O=C(c1ccc(F)cc1)N1C[C@H]2[C@@H](c3ccccc31)[C@@H](CO)N2C(=O)c1ccc(F)cc1,2,11,3,4,5,9,364*[16.7 µM],0.3
CC(C)(C)c1ccc(OCC(O)CNC(=O)c2ccccc2C(=O)O)cc1 (stereo not drawn),·,5,-1,·,-9,2,-4,·
CC1CC(C)CN(S(=O)(=O)c2ccc3c(c2)oc(=O)n3CC(=O)N(C)Cc2ccccc2)C1 (stereo not drawn),-50,-10,-2,·,6,2,-4,-0.2
COc1cccc(OCc2nnc(SCC(=O)OCc3ccccc3)o2)c1,·,-8,·,·,-75,8,-5,·

# Bioassay records as filed in PubChem.
